Screening data deposited in PubChem BioAssay by National Center for Advancing Translational Sciences (NCATS).
Tb PFK block: qHTS Assay to Find Inhibitors of T. brucei phosphofructokinase; ATP-dependent 6-phosphofructokinase (Trypanosoma brucei brucei), O15648; T. brucei PFK, ADP-Glo luminescence; Potency, µM (titrated, usually from 57.5 µM), without a hit: top-dose activity, negative = inhibition, actives largely listed as inhibitors; 0.17% of 330,000 active;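 also: potency is read from the fitted curve at half-maximal effect; 0% = uninhibited 1x PFK enzyme wells and -100% = no-enzyme wells; nearly all actives have a fitted effect of over 60% in size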
Target sequence (O15648 whole entry, looked up): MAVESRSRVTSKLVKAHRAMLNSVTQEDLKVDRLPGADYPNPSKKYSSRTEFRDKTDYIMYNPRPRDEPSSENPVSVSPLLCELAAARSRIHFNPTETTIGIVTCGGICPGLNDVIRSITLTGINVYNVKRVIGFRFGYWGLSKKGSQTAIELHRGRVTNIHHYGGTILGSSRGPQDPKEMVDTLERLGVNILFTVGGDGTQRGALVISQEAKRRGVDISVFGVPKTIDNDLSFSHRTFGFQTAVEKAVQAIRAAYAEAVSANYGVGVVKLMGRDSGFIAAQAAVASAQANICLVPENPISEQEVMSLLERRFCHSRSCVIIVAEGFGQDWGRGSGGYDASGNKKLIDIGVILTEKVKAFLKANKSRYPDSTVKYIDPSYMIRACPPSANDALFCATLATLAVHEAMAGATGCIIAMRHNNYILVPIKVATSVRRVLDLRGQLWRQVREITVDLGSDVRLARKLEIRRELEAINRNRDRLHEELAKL
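ADP-Glo luminescence quantified ADP after 45 min at room temperature, with 1.25 nM T. brucei PFK, 0.1 mM ATP and 0.5 mM fructose-6-phosphate in pH 8.0 TEA buffer. qHTS titrations up to 57 µM; curves classified by quality.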
Rab9 prom act: qHTS Assay for Rab9 Promoter Activators. Huh7 Rab9 promoter-luciferase reporter, luminescence, 24 h. Potency, µM (doses to about 9.22 µM), without a hit: at the top dose activation, negative = inhibition, actives largely listed as activators. 2.8% of 320,000 active. AID 485297, 2010; also: potency is read from the fitted curve at half-maximal effect; % of control where 0% means no effect; nearly all actives have a fitted effect of over 60% in size
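Huh7 cells stably carrying Rab9 promoter–luciferase reporter, plated 1500 cells/well, compound added after 2 h and incubated 24 h at 37 °C; luciferase luminescence then read after 10 min with detection reagent.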
RORg inh: qHTS for inhibitors of ROR gamma transcriptional activity | Drosophila S2 Gal4-RORgamma UAS-luciferase reporter, 20 h | 5.4% of 310,000 active | Potency, µM (series often up to 53.6 µM), inactives show at the top dose activity change, negative = inhibition, actives largely listed as inhibitors | Nuclear receptor ROR-gamma (Mus musculus), P51450; also: potency is read from the fitted curve at half-maximal effect; % is scaled to controls: 0 for no effect and ±100 for the full control effect; nearly all actives have a fitted effect of over 60% in size
Target sequence (P51450 whole entry, looked up, the tested form may be a part): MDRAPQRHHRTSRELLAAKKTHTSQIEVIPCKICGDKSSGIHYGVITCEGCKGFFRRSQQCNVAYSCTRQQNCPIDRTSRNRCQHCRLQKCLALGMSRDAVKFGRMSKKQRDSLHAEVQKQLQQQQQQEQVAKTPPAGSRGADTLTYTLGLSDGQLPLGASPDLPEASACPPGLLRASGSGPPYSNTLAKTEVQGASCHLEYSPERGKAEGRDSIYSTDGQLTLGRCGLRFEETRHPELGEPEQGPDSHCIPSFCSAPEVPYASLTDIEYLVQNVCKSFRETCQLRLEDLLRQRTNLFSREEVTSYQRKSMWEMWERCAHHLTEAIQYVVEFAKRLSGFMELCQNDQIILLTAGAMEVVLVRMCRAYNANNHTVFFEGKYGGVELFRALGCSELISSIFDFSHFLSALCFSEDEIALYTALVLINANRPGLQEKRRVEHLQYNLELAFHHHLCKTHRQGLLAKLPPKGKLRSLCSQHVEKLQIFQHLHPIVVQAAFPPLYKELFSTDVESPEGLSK
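Stable Schneider cell line, Gal4 DNA-binding domain fused to ROR gamma, UAS-luciferase. Cmpd 1 hr RT → CuSO4 700 uM final → 20 hr RT → luciferase reagent 10 min → luminescence.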
ELG1 genotox: qHTS screen for small molecules that induce genotoxicity in human embryonic kidney (HEK293T) cells expressing luciferase-tagged ELG1; HEK293T ELG1-luciferase reporter, luminescence, 16 h; Potency, µM (highest dose often 46 µM), for inactives: top-dose activity change, positive = activation, most hits filed as activators; AID 504466, 2011; 1.3% of 330,000 active; also: potency is read from the fitted curve at half-maximal effect; % of control where 0% means no effect; nearly all actives have a fitted effect of over 60% in size
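Genotoxicity was scored as increased ELG1-luciferase reporter signal, measured by ONE-Glo luminescence (30 min, room temperature). Compound or vehicle exposure of the HEK293T reporter cells lasted 16 hr at 37°C.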
Giardia kill: Small Molecules that selectively kill Giardia lamblia: qHTS; Giardia lamblia trophozoite viability; activity change, % at 7.66 µM, hits read low; 0.15% of 340,000 active; AID 540267, 2011; in the data active = activity change below about -80%; inconclusive = between about -30% and that limit;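 also: parasites exposed to compound for two days anaerobically before the ATP read; % is scaled to controls: 0 for no effect and ±100 for the full control effect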
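Compounds were tested on trophozoites seeded at 100 cells/well and held 48 hrs at 37 deg C anaerobically. An ATP-based luminescent kit measured the remaining live cells.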
NPC1 promoter act: qHTS Assay for NPC1 Promoter Activators | Huh7 NPC1 promoter luciferase reporter, 24 h | Potency, µM (top dose mostly 9.22 µM), for inactives: top-dose activation, hits mostly activators | 2.4% of 320,000 active;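 also: potency is read from the fitted curve at half-maximal effect; % of control where 0% means no effect; nearly all actives have a fitted effect of over 60% in size; reporter is driven by a mutant NPC1 promoter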
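Stably transfected Huh7 (NPC1 promoter→luciferase), 1500 cells/well in Opti-MEM + 10% FBS, 2 h settle, then compound 24 h at 37 °C. Luminescence after 10 min with Amplite reagent.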
uPA surface inh: qHTS for Inhibitors of Cell Surface uPA Generation; cell surface uPA generation assay, qHTS; Potency, µM (top dose mostly 38.3 µM), inactives show at the top dose activity change, negative = inhibition, most hits filed as inhibitors; 0.31% of 330,000 active; AID 540303, 2011; active = well fitted inhibition curve with a large enough effect; inconclusive = small, poorly fitted or top-dose-only effect; inactive = no such curve, though single readings can be large or run the other way; tested in mouse RAW 264.7 cells; also: potency is read from the fitted curve at half-maximal effect; % is scaled to controls: 0 for no effect and ±100 for the full control effect; nearly all actives have a fitted effect of over 55% in size
FBPA coupling cs: qHTS Assay for Inhibitors of Fructose-1,6-bisphosphate Aldolase from Giardia Lamblia: Coupling assay counterscreen. coupling enzyme system counterscreen, AmpLite Red fluorescence. activity change, negative = inhibition, % at 58.2 µM, hits read low. 0.67% of 290,000 active. AID 2472, 2010; in the data active = activity change below about -30%; also: % is scaled to controls: 0 for no effect and ±100 for the full control effect
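Coupling enzymes only (glyceraldehyde-3-phosphate) + compound, at 57.5 uM final, 10 min RT; add substrate/coupling/AmpLite Red mix, 20 min RT; fluorescence ex 525/em 598 nm. Actives flag coupling-system interference.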
FLuc modulator: qHTS profiling assay for firefly luciferase inhibitor/activator using purifed enzyme and Km concentrations of substrates (counterscreen for miR-21 project); Luciferin 4-monooxygenase (Photinus pyralis), P08659; 6.9% of 360,000 active; purified FLuc, Km substrates, luminescence inhibition; Potency, µM (titrated, usually from 57.5 µM), inactives show top-dose activity change, negative = inhibition, hits mostly inhibitors;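 also: potency is read from the fitted curve at half-maximal effect; plate controls were vehicle for no effect and reference inhibitor for full effect; nearly all actives have a fitted effect of over 55% in size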
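Biochemical qHTS of compounds, final roughly 60 µM downward over six points, against 10 nM purified firefly luciferase using Km concentrations of substrates (10 uM D-luciferin, 10 uM ATP) in Tris acetate pH 7.5 buffer; luminescence output.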
VP16 counter: VP16 counterscreen qHTS for inhibitors of ROR gamma transcriptional activity; Drosophila S2 Gal4-VP16 UAS-luciferase, luminescence, 20 h; Potency, µM (highest dose often 53.6 µM), inactives show at the top dose activity, negative = inhibition, most hits filed as inhibitors; 3.5% of 310,000 active; AID 2546, 2010;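 also: Gal4-VP16 expression switched on by copper sulfate through the metallothionein promoter; potency is read from the fitted curve at half-maximal effect; % is scaled to controls: 0 for no effect and ±100 for the full control effect; nearly all actives have a fitted effect of over 50% in size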
KCNH2 3.1 block: qHTS for Inhibitors of KCHN2 3.1: Mutant qHTS. Potassium voltage-gated channel subfamily H member 2, brain isoform KCNH2 3.1 (human). U2OS KCNH2 3.1, thallium flux FluxOr; active compounds read low. activity change, % (tested at about 1.8 µM). 0.95% of 340,000 active. AID 720553, 2013;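 active = maximum activity change below -70%; inconclusive = maximum activity change from -70% to -50%; inactive = maximum activity change above -50%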;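 also: thallium influx rate constant from kinetic fluorescence after stimulation buffer; % is scaled to controls: 0 for no effect and ±100 for the full control effect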
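Thallium flux via FluxOr fluorescence (Red40 quencher, 45 min loading) in U2OS cells virally expressing the KCNH2 3.1 isoform (1.77 x 10^8 /mL virus, overnight at 37 C). Rate constants from 2-min kinetic reads post-stimulation, normalised to positive and negative controls.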
Numbers without * were called inactive; ? = inconclusive; . = no result given; & = joins results of further samples; [ ] = dose if it differs, or a comment. Unless noted, calls follow the shape of the dose curve; as a rule, active = well fitted curve in the direction sought with a large enough effect; inconclusive = small, poorly fitted or top-dose-only effect, or another doubt; inactive = no such curve, though single readings can be large; an effect the other way counts as inactive or inconclusive.

smiles | Tb PFK block | Rab9 prom act | RORg inh | ELG1 genotox | Giardia kill | NPC1 promoter act | uPA surface inh | FBPA coupling cs | FLuc modulator | VP16 counter | KCNH2 3.1 block
CN(C)CCN1C(=O)c2oc3ccc(F)cc3c(=O)c2C1c1ccncc1 (stereo not given) | 0% | -4% | -16% | -14% | -5 | 0% | 6% | -1 | 1% | -1% | -2
COc1ccccc1NS(=O)(=O)c1ccc(O)c(C(N)=O)c1 | -12% | 0% | 24% | -3% | 5 | 0% | 0% | 2 | -1% | 0% | -5
O=C(NC(=S)NCC1CCCO1)c1ccc(Br)o1 (stereo not given) | -2% | ? | ? | ? | -6 | ? | 5% | -2 | ? | -21% | -10
COCCOC(=O)C1=C(C)NC(=O)NC1c1ccco1 (stereo not given) | -20% | 1% | 18% | 1% | 6 | 2% | 1% | 1 | -3% | 3% | 24
CCc1ccc(CCC(=O)Nc2sc(C)c(C)c2C(=O)OC)o1 | 2% | 0% | ? | 1% | -6 | -3% | . | 1 | -2% | ? | 14
OCCN1CCN(CC#CCC(c2ccccc2)c2ccccc2)CC1 | 3% | -5% | 7% | -3% | 4 | -4% | -11% | -1 | -2% | 14% | -7
CCc1ccc(-c2nc(C)c(CCO)c(=O)[nH]2)cc1 | 1% | 9% | 25% | 2% | -6 | -3% | 0% | 3 | 2% | -11% | 9
c1ccc(-c2cc3cc4c(cc3cn2)OCO4)cc1 | 11% | . | . | ? | -6 | . | ? | . | . | . | 19
Cn1c(=O)c2ncn(CC(=O)NCCOc3ccc(C(C)(C)C)cc3)c2n(C)c1=O | -11% | -12% | ? | -1% | 3 | 0% | 3% | 5 | -1% | -1% | .
CC(C)N(Cc1nccn1C)C(=O)c1cc(COc2cccc(C(F)(F)F)c2)on1 | 2% | -2% | 12% | -2% | 6 | -3% | -5% | 0 | 0% | -2% | -13
CCOC(=O)C1=C(C)N=c2s/c(=C/c3cccc([N+](=O)[O-])c3O)c(=O)n2C1c1ccc(OC)cc1OC (stereo not given) | -3% | 3% | -11%[1.91 µM] | -10% | -80* | 1% | 2% | 3 | ? | -21% | -7
O=C(Cn1nc(-c2ccc(Cl)cc2)ccc1=O)NCCCN1CCN(Cc2ccccc2)CC1 | 12% | -9% | -31% | -6% | -21 | -3% | -4% | 1 | -1% | 0% | -25
C=CCN(c1ccccc1OC)S(=O)(=O)c1cccc(C(=O)OCC(=O)N2CC(C)OC(C)C2)c1 (stereo not given) | 0% | . | . | -4% | 0 | . | -4% | . | . | . | -9
Cc1[nH]nc(N=CC2=C(O)CC(c3ccco3)CC2=O)c1-c1ccccc1 (stereo not given) | 2% | 3% | 0% | -3% | 7&3 | 11% | 0% | -4 | -17% | 15% | -9&4
CC(=O)c1ccccc1-c1csc2ncnc(Sc3nnnn3C)c12 | -1% | -6% | . | -1% | 14 | 2% | ? | . | -3% | . | .
O=C(c1nn2cccnc2c1Cl)N1CCN(c2ccccc2)CC1 | -2% | -3% | -11% | 1% | -12 | -1% | 0% | 3 | 1% | 1% | -4
CCCCCn1c(SCCOCC)nc2c1c(=O)[nH]c(=O)n2C | -1% | -2% | -3% | 11% | 12 | -1% | -3% | 0 | 3% | 12% | -16
CCCCC(=O)N(Cc1ccc(-c2ccccc2-c2nn[nH]n2)cc1)[C@H](C(=O)O)C(C)C | 0% | -1% | -1% | . | . | 1% | . | -1 | ? | -5% | .
Cc1cc(C)cc(NC(=S)NC2CC3CCCC(C2)N3CC(C)C)c1 (stereo not given) | -1% | -2% | ? | -1% | 7 | -5% | 6% | 2 | -3% | 24% | 10
S=C(NCCN1CCOCC1)Nc1ccccc1Cl | 0% | 0% | -3% | 4% | -4 | 1% | -7% | 3 | -2% | -18% | -25
O=C(COc1ccc(Br)cc1)N1CCN(c2ncccn2)CC1 | 0% | 4% | . | 1% | -21 | -5% | -9% | . | . | . | -15
COc1ccc(CSc2nncn2N)cc1Br | -2% | 1% | ? | 9% | 3 | 2% | 1% | 2 | -6% | 4% | -9
CCOc1ccc(S(=O)(=O)N(C)c2ccc(OCC(=O)Nc3nc4ccccc4s3)cc2)cc1 | 0% | -20% | ? | 0% | 4 | -15% | -7% | 0 | 10% | -4% | -6
CSc1ccccc1NC(=O)CN(C)Cc1c(O)ccc2ccccc12 | 0% | 4% | ? | -1% | 5 | -3% | 4% | -19 | -16% | -18% | 18
Nc1nc(COc2ccc(F)cc2)nc(N2CCCCC2)n1 | 5% | 3% | -8% | 10% | 0 | -1% | -1% | 2 | -1% | 8% | 4
Cc1cc(NC(=O)c2cc3n(n2)C(C(F)(F)F)CC(c2ccco2)N3)no1 (stereo not given) | -2% | -2% | 28% | 6% | 9 | -5% | -24% | 0 | 1% | 2% | 9
COc1ccc(CNc2cc(NCCCO)c([N+](=O)[O-])c3nonc23)cc1 | -27% | -7% | -13% | -10% | 12 | -2% | 1% | -28 | 3% | ? | -5
CC1CC(OC(=O)C2CCN(S(=O)(=O)c3ccc(F)cc3)CC2)C(=O)O1 (stereo not given) | 0% | 2% | . | 1% | 3 | 0% | -2% | . | 6% | . | -3
CCc1ccc(Oc2nc([N+](=O)[O-])nn2C)cc1 | 3% | -1% | 27% | 1% | 4 | -11% | 8% | 0 | -2% | 13% | -8
CS(=O)(=O)N(Cc1ccco1)CC(O)Cn1cc(C=O)c2ccccc21 (stereo not given) | 1% | -3% | 30% | -2% | 17 | -2% | . | 1 | 5% | 0% | 25
COc1ccc(C2C(C#N)=C(N)Oc3cc(O)ccc32)cc1Cl (stereo not given) | 1% | -2% | 1% | 1% | -22 | 0% | -17% | 1 | 7% | 2% | -16
O=S(=O)(Nc1ncnc2sc3c(c12)CCC3)c1ccc2ccccc2c1 | -24% | 0% | -21% | -4% | 20 | 4% | -1% | 14 | -2% | -7% | -5
CCOc1ccc(NC(=O)CSc2nnc(C)n2CCCOC)cc1 | -6% | 0% | 15% | -2% | 11 | 0% | -9% | -2 | 2% | -7% | -5
Cc1cc(N2CCN(CC(O)C(F)(F)F)CC2)c2ccccc2n1 (stereo not given) | -15% | 3% | 0% | -2% | -22 | 1% | 1% | -1 | 1% | -3% | -1
COc1ccc(C(=O)Nc2ccccc2C(=O)NCc2cccnc2)cc1 | -15% | 8% | -11% | -4% | -6 | -3% | 7.1µM* | -2 | 1% | -7% | 1
CS(=O)(=O)N1CCC(C(=O)c2cccc(Cl)c2)CC1 | 0% | -1% | -27% | 2% | 13 | 1% | -3% | 5 | -3% | -1% | -7
CCn1c(=O)n(CC)c2cc(N3CCCC3)c(NC(=O)c3cc(Br)ccc3OC)cc21 | 0% | 0% | 42% | -11% | -8 | -13% | -24% | . | -2% | ? | -10
CC(C)NC(=O)N(C)C[C@H]1Oc2ccc(NS(=O)(=O)c3cn(C)cn3)cc2C(=O)N([C@H](C)CO)C[C@@H]1C | 3% | . | . | 0% | 17 | . | 8% | . | . | . | 20
O=C(CN1CCN(S(=O)(=O)c2ccc(F)cc2)CC1)Nc1cccc(C(F)(F)F)c1 | -2% | -3% | ? | -7% | ? | 6% | -5% | -2 | 0% | -28% | 7
Cc1cccc(C)c1NC(=O)C(c1ccc([N+](=O)[O-])cc1)N1CCCCC1 (stereo not given) | 4%[0.46 µM] | -4% | -4% | 3% | 9 | -1% | -4% | 3 | 3% | -3% | -6
CC1CCN(C(=O)Cn2nnnc2CN2CCOCC2)CC1 | 3% | -1% | -27% | 4% | 3 | 0% | ? | . | 1% | 3% | -4
Cc1csc2c(N3CCN(C(=S)Nc4ccc(C(F)(F)F)cc4)CC3)ncnc12 | 1% | -9% | 5% | -4% | -19 | 2% | -26% | 1 | ? | ? | -20
CC(C)COC(=O)/C(C#N)=C/c1c[nH]c2ccccc12 | -1% | 1% | -29% | ? | 7 | -2% | 21% | -2 | ? | -7% | -19
CCCCn1c(SCC(N)=O)nc2c(sc3ccccc32)c1=O | 0% | 5% | 3% | 0% | 31[activator] | 1% | 1% | 3 | 1% | 6% | -13
CSc1ccc(Cn2nnc(C(=O)NCCc3ccc(Cl)cc3)c2N)cc1 | 3% | 2% | -13% | 1% | -21 | -4% | -11% | 2 | 0% | -2% | 19
